# STK33 inh – inhibitors of purified STK33 kinase, primary screen, biochemical, ADP-Glo luminescence, homogeneous, cell-free | Serine/threonine-protein kinase 33 (Homo sapiens), Q9BYT3 | MBP phosphorylation | inhibition, % at 10 µM | 320,000 compounds, 0.073% hits | AID 2661, 2010;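 active = inhibition at or above 25%, using the most active replicate where run in duplicate; inactive = inhibition below 25%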
# Target sequence (Q9BYT3 whole entry, looked up): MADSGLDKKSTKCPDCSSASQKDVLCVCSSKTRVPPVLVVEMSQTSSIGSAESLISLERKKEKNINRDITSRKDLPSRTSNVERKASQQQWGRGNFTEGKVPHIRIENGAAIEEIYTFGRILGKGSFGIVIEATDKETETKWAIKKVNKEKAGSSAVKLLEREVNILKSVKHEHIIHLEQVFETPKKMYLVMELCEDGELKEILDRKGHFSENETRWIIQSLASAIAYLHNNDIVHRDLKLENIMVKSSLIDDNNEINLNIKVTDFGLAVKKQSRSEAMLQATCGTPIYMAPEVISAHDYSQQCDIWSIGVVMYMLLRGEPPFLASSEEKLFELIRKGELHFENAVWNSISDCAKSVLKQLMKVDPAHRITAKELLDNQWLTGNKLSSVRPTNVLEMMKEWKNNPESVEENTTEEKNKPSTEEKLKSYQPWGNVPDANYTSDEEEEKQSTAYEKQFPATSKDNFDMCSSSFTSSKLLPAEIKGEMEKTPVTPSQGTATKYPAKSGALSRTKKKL
# Kir21 block – inhibitors of mouse Kir2.1 inward-rectifier potassium channel. B-score at 10 µM. AID 1672, 2009. Inward rectifier potassium channel 2 (Mus musculus), P35561. 310,000 compounds, 0.85% hits. HEK293-Kir2.1, FluxOR thallium flux fluorescence; active compounds read low;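 active = fluorescence ratio B-score at or below minus 3 SD of library scores, with starting-brightness B-score within 2 SD, cut at about -4.2 in these data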;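 note: channel flux triggered by added potassium and thallium sulfate stimulus; B-score of peak minus minimum fluorescence over baseline after thallium stimulus; more negative B-score means stronger Kir2.1 block with less thallium influx; some compounds called inactive have numbers as strong as hits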
# Target sequence (P35561 whole entry, looked up): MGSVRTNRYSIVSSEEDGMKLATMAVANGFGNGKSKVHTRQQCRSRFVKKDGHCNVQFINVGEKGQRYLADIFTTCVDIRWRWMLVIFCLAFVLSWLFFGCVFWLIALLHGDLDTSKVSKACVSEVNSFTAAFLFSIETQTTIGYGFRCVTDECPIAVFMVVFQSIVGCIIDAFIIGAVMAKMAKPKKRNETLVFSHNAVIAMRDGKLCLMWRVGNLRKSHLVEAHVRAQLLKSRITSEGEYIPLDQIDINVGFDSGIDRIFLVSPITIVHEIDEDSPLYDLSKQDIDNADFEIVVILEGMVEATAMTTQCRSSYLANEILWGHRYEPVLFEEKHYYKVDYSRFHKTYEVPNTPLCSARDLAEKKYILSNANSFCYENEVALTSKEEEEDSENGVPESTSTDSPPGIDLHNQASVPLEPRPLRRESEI
# * = called active by the depositor; . = no result given; & = joins results of further samples.
STK33 inh | Kir21 block | molecule
-0.2 | . | CC(=O)Nc1ccc(N2S(=O)(=O)c3ccccc3S2(=O)=O)cc1
-1.1 | 0.85 | COC(=O)c1c(-c2ccccc2)csc1N1C(=O)Nc2ccccc2N1O
-1.6 | 0.18 | CC[C@]1(c2ccccc2)C(=O)N(C(=O)OC)N1C(=O)OC
-1.6 | 1.94 | O=P1(Nn2cnnc2)C=C(c2ccccc2)OC(c2ccccc2)=C1
-1.0 | -0.41 | COc1ccc(NC(=O)CCC(=O)c2cccs2)c(OC)c1
-1.4 | 2.78 | CC(=O)n1cc([C@H]2C=C(C(=O)O)O[C@@H](OCCCCO)C2)c2ccccc21
0.5 | -0.01 | Cc1c(Br)c([N+](=O)[O-])nn1CC(=O)Nc1ccccn1
-1.5 | 0.37 | Cc1cc(=O)oc2c3c(cc(OCC(=O)N4CCC(C(=O)O)CC4)c12)OC(C)(C)CC3
-0.8 | -0.02 | Cc1ccc(S(=O)(=O)C2(C(=O)NC3CCCCC3C)CC2)cc1 (stereo not drawn)
-3.1 | 0.88 | O=C(CCCCCNc1nc(=S)[nH]c2ccccc12)NCCC1=CCCCC1
-2.3 | -2.41 | O=C(Nc1cccc(-c2cccc(Cl)c2)c1)C1CCN(CC2CCOC2)CC1 (stereo not drawn)
0.3 | 1.39 | COc1ccc(N/C=C2/Sc3ccccc3NC2=O)cc1
-1.0 | 2.6 | CC12CCC(c3c(C(=O)O)nn(-c4ccc(F)cc4)c31)C2(C)C (stereo not drawn)
-0.3 | 1.65 | Cc1ccc(NCc2nnc(SCC(=O)N3CCCc4ccccc43)o2)c(C)c1
-1.4 | 0.01 | O=C(NNC(=O)c1cc(Cl)ccc1O)c1cccs1
-1.0 | 0.58 | Cc1ccc(S(=O)(=O)N2CCOCC2)cc1C(=O)c1nccn1C
0.0 | . | COC(=O)C1=C(C)N(Cc2ccccc2)C(=NCC(C)C)N[C@H]1c1cccc(F)c1
-0.8 | -0.39 | CCc1cc2ccccc2nc1SCC(=O)NC1CCCC1
-0.4 | -1.72 | CC(=O)CN1C(=O)NC2(CCCc3ccccc32)C1=O (stereo not drawn)
-1.6 | 0.31 | CN(Cc1ccc(Cl)c(Cl)c1)C(=O)CN1C(=O)NC2(CCCC2)C1=O
-0.1 | 0.16 | Cc1cc(=O)oc2c(CN3CCCC3)c(O)c(Cl)cc12
1.2 | -0.85 | CC1Cc2nc(SCC(=O)Nc3nccs3)n(C)c(=O)c2S1 (stereo not drawn)
0.1 | -1.32 | OC1(c2ccccc2)CN(c2ccccc2)C2=[N+]1CCS2 (stereo not drawn)
8.9 | . | CCC(CO)Oc1cc(NCc2ccccc2F)c2ncn(C(C)C)c2c1 (stereo not drawn)
0.3 | 1.46 | CC(OC(=O)CNC(=O)c1ccc2ccccc2c1)C(=O)N(C)C1CCCCC1 (stereo not drawn)

# Compounds listed so far with two or more sulfur atoms (2):
STK33 inh | Kir21 block | molecule
-0.2 | . | CC(=O)Nc1ccc(N2S(=O)(=O)c3ccccc3S2(=O)=O)cc1
1.2 | -0.85 | CC1Cc2nc(SCC(=O)Nc3nccs3)n(C)c(=O)c2S1 (stereo not drawn)

# Next results
STK33 inh | Kir21 block | molecule
-1.2 | -0.51 | COc1ccc(N2CCN(C(=O)CSc3ccccc3N)CC2)cc1
-1.2 | -1.45 | Cc1occc1-c1nnc(SCC(=O)Nc2ccccc2)n1Cc1ccccc1
-1.5 | 0.97 | CNS(=O)(=O)c1cn(CC(=O)NCc2ccc(N(C)C)cc2)cc1S(=O)(=O)NC
1.6 | -1.27 | CCn1ccnc1CNCc1ccc(OCC(O)CN(C)Cc2ccccc2)cc1 (stereo not drawn)
-0.5 | 1.32 | CCCCC(=O)NC(=S)Nc1ccc(NC(=O)C(C)C)c(OC)c1
-0.9 | -2.41 | Cc1ccc(NC2CCCN(C(=O)C3CCCC3)C2)cc1C (stereo not drawn)
-2.8 | . | CC(C)(C)NCC(O)COc1ccccc1C1CCCC1 (stereo not drawn)
-0.2 | 1.75 | O=C(Nc1ccc2c(c1)nc1n2CCN(Cc2ccccc2)C1)c1cccs1
-0.3&-0.9 | 0.74&-0.67 | COC(=O)Cc1csc(N)n1
-0.1 | -0.02 | O=C1CCCCN1CCCC(=O)N1CCCC(Nc2ccc(F)c(F)c2)C1 (stereo not drawn)
-1.9 | 0.38 | CCC(CC)C(=O)Nc1nnc(S(=O)(=O)N2CCCC2)s1
1.5 | -7.37* | CC(C)=CCC/C(C)=C/CCC(C)NCCN1CCNCC1 (stereo not drawn)
-0.7 | 0.09 | CN(C)C(=O)C[n+]1cccc(/C=N/O)c1
0.0 | -0.55 | Cc1ccccc1CNS(=O)(=O)c1ccc2c(c1)C(C)(C)C(=O)N2C
-0.3 | 0.01 | COc1cc(OC)cc(C(=O)NCCSC2CCCCC2)c1
-2.6 | -0.05 | CN1CCN(CCC(=O)Nc2ccc(OCc3ccccc3)cc2)CC1
-0.3 | 0.86 | Fc1cc(Br)ccc1Nc1nc2ccccc2n2nnnc12
-1.2 | -0.32 | O=C(O)c1ccc(N2CCN(Cc3ccc4c(c3)OCO4)CC2)c([N+](=O)[O-])c1
-0.5 | 0.09 | CCN(CC)c1ccc(C2C(C(=O)OCCOC)=C(C)NC3=C2C(=O)CC(C)(C)C3)cc1 (stereo not drawn)
1.2 | 0.03 | CN(C)S(=O)(=O)c1cccc(C(=O)Nc2ccc(Cl)cn2)c1
-0.2 | 2.21 | O=C(Nc1ccc2c(c1)Cc1ccccc1-2)c1ccncc1
-0.6 | 0.7 | CCOc1ccc(N(C(=O)c2snc(C(N)=O)c2N)C(C(=O)NCC2CCCO2)c2ccco2)cc1 (stereo not drawn)
-1.5 | -0.21 | CC(=O)c1cccc(N2C(=NC(=O)C3CC3)SC3CS(=O)(=O)CC32)c1 (stereo not drawn)
-0.6 | 1.01 | CCCCC[C@H](O)/C=C/[C@@H]1[C@@H](CCCCCCC(=O)O)[C@@H](O)C[C@H]1O
-0.1 | -0.73 | COc1ccc(/C=N/NC(=O)Cc2n[nH]c(=O)[nH]c2=O)cc1

STK33 inh | Kir21 block | molecule
-1.4 | . | C=CC[C@@H](CC(=O)N[C@@H](CO)Cc1ccccc1)C(=O)NCCOC(=O)[C@@H](CC=C)Cc1ccc(F)cc1
1.3 | 1.08 | O=C(c1cc(COc2ccc(F)cc2Cl)on1)N1CCN(c2cnccn2)CC1
. | 0.71 | Cn1cccc1C(=O)C(=O)Nc1ccc(F)c(F)c1
-0.4 | -0.21 | CCN(CC)CCNC(=O)C(=O)NCC1OCCN1C(=O)c1ccc2c(c1)OCO2 (stereo not drawn)
0.1 | -0.42 | COC(=O)/C(=C\Nc1ccccc1)NC(=O)c1ccc(Cl)cc1Cl
0.2 | -1.84 | N#Cc1ccccc1Sc1ccccc1C(=O)NCC(c1ccco1)N1CCCC1 (stereo not drawn)
0.6 | -0.11 | COc1ccc(/C=C/C(=O)OCC(=O)Nc2cc(C(F)(F)F)ccc2Cl)cc1
0.0 | -0.12 | c1cnc(N2CCN(Cc3ccc4c(c3)OCO4)CC2)cn1
-0.5 | -0.4 | Cc1ccc(C)c(S(=O)(=O)N2CCCC2CNC(=O)C(=O)NCCN2CCOCC2)c1 (stereo not drawn)
-0.4 | 0.15 | CCOc1ccc(OCc2ccc(C(=O)N3CCOCC3)cc2)cc1
-0.4 | -0.04 | COc1ccccc1S(=O)(=O)c1ccccc1[N+](=O)[O-]
-0.1 | -0.09 | CN1CN(C)C(c2ccncc2)=C1c1ccncc1
-0.6 | 0.07 | O=C(COc1ccccc1Cl)NC(=S)Nc1cccc(NC(=O)c2ccccc2Cl)c1
1.8 | -0.09 | CCCc1cc(C(=O)N2CCCC(C(=O)c3ccc(Cl)cc3)C2)n(C)n1 (stereo not drawn)
-0.5 | 0.39 | COc1ccc(CNC(=S)NCc2ccc(OC)cc2)cc1
0.4 | -0.01 | C=C(C)CNC(=S)N1CCN(C(c2ccccc2)c2ccccc2)CC1
-0.5 | 0 | S=C(NC1CCCCC1)NC1CC2CCC(C1)N2Cc1ccccc1 (stereo not drawn)
-1.3 | -0.64 | CC(C)(C)c1nc2sc3c(c2c(=O)o1)CCCC3
0.7 | -2.27 | COc1cc(C(=O)NC(=S)Nc2ccc([N+](=O)[O-])cc2C)cc(OC)c1OC
-0.9 | -0.39 | COc1ccc(S(=O)(=O)Cc2ccc(C(=O)NC3CCC(C)CC3)o2)cc1 (stereo not drawn)
-3.0 | 0.26 | O=C(NCc1ccncc1)C(=O)NCC1OCCN1S(=O)(=O)c1ccc(Br)cc1 (stereo not drawn)
-0.5 | -0.08 | COCCN(CCOC)c1nc(-c2ccccc2)nc2ccccc12
0.3 | . | O=C(Nc1ccc(C(F)(F)F)cc1)c1ccccc1
-0.7 | 0.06 | CN(C)/C=C1/NC(=S)NC1=O
-1.7 | -0.48 | CCOC(=O)c1ccc(Nc2nnc3nc(C)cc(C)n23)cc1

# Part of the list above in order of SMILES length, ascending:
STK33 inh | Kir21 block | molecule
. | 0.71 | Cn1cccc1C(=O)C(=O)Nc1ccc(F)c(F)c1
-0.4 | 0.15 | CCOc1ccc(OCc2ccc(C(=O)N3CCOCC3)cc2)cc1
-0.4 | -0.21 | CCN(CC)CCNC(=O)C(=O)NCC1OCCN1C(=O)c1ccc2c(c1)OCO2 (stereo not drawn)

# The list goes on.
STK33 inh | Kir21 block | molecule
-0.6 | -1.18 | CCOC(=O)c1[nH]c(C)c(/C(O)=C2\C(=O)C(=O)N(CCN(C)C)C2c2cccc(OC)c2OC)c1C (stereo not drawn)
-0.5 | -3.58 | CSc1cccc(NS(=O)(=O)c2cc(Br)cnc2N)c1
-0.9 | -0.83 | CCOc1ccc(NC(=O)CN(C)C(=O)c2ccccc2SCC(=O)N2CCCC2)cc1OCC
-0.8 | 0.82 | OCc1ccnc2c(O)cccc12
0.0 | -0.86 | CC(=O)OCCc1c2ccccc2c(CCCN(C)C)c2ccccc12
-0.6 | -0.39 | Cc1ccc(-n2nc(C)c3c2OC(N)=C(C#N)C3c2ccccc2F)cc1 (stereo not drawn)
-0.5 | . | C[C@H](CO)N1C[C@H](C)[C@H](CN(C)Cc2ccccc2)Oc2ccc(NC(=O)Nc3ccc(F)cc3)cc2C1=O
9.4 | . | CCN(CC(=O)Nc1cccc(S(=O)(=O)N(C)c2ccccc2)c1)Cc1ccccc1
-0.5 | -0.12 | Cc1ccc(N(C(=O)Cn2nnc(-c3cccs3)n2)C(C(=O)NC2CCCC2)c2ccncc2)cc1 (stereo not drawn)
-0.5 | 2.23 | Cc1cc(NC(=O)C2C3C(=O)N(c4cccnc4)C(C(=O)NC(C)(C)C)C34C=CC2(C)O4)no1 (stereo not drawn)
0.0 | -1.83 | COc1ccc(CNC(=O)N[C@@H](CC(C)C)C(=O)O)cc1OC
-1.6 | 3.24 | Cn1c(=O)c(C(=O)CSc2nncs2)c(N)n(Cc2ccccc2)c1=O
-1.5 | 0.87 | O=C(Nc1c2c(nn1-c1ccccc1)CS(=O)(=O)C2)c1cccs1
-0.9 | 0.08 | Nn1c(SCC(=O)Nc2ccccc2F)nc2ccccc2c1=O
-1.4 | -0.6 | Cc1ccc2nc(-c3ccc(SCC(=O)Nc4ccc5c(c4)OCCO5)nc3)[nH]c2c1
-1.1 | -0.81 | CC(=O)Nc1ccc(NC(=O)C(=O)N/N=C/c2cccnc2)cc1
-1.2 | 0.69 | C(=N\N1CCN(Cc2cccc3ccccc23)CC1)/c1cccs1
0.1 | -0.01 | C=CCn1c(COc2ccc(F)cc2)nnc1SCC(=O)Nc1cccc(S(N)(=O)=O)c1
0.2 | 0.28 | Cc1ccc(NC(=O)NNc2cccc(Cl)n2)cc1
-0.4 | -0.49 | O=C(C1CCN(Cc2ccc(Cl)cc2)CC1)N1CCN(C(c2ccccc2)c2ccccc2)CC1
-0.7 | -0.08 | Cc1ccc(-c2noc(CSc3nc(N)cc(N)n3)n2)cc1
-2.2 | -0.11 | CC(C)CCC(CC(C)O)c1n[nH]c(=S)n1-c1ccccc1 (stereo not drawn)
-0.9 | 1.68 | COc1ccc(-c2cc(=O)oc3cc(OC(C)C(=O)NCC4CCC(C(=O)O)CC4)ccc23)cc1 (stereo not drawn)
-1.9 | -1.86 | CCCCn1c(=N)n(CC(=O)C(C)(C)C)c2ccccc21
-0.4 | 0.41 | CC(C)NC(=O)Cn1nc(C(F)(F)F)c2c1CCC2

# Record cards, as listed above:
# Record of Cc1ccc(NC2CCCN(C(=O)C3CCCC3)C2)cc1C (stereo not drawn) → STK33 inh = -0.9; Kir21 block = -2.41
# Record of O=C(c1cc(COc2ccc(F)cc2Cl)on1)N1CCN(c2cnccn2)CC1 → STK33 inh = 1.3; Kir21 block = 1.08
# Record of CC(C)(C)NCC(O)COc1ccccc1C1CCCC1 (stereo not drawn) → STK33 inh = -2.8; Kir21 block = .

# The listing continues:
STK33 inh | Kir21 block | molecule
-3.5 | -1.43 | O=[N+]([O-])c1ccc(N2CCN(CCO)CC2)cc1NCc1ccco1
-1.6 | -1.45 | Cc1cccc(N(Cc2ccccc2)C(=O)c2cc(S(=O)(=O)N3CCOCC3)ccc2Cl)c1
1.7 | -0.28 | CN1CCN(/N=C/c2nc(-c3ccccc3Cl)n3ccccc23)CC1
0.5 | 0.01 | COc1ccc(CCC(=O)NNC(=O)Nc2ccccc2Cl)cc1
-1.2 | 1.13 | COc1ccc(Oc2ncc(CN3CCN(c4ccccc4)CC3)s2)cc1
1.9 | -0.01 | O=C(COc1ccccc1)NCCc1nc2ccccc2[nH]1
-0.3 | -1.51 | Cc1ccc(/C=N/NC(=O)CSc2ccccn2)o1
-1.1 | -2.05 | Cn1nc([N+](=O)[O-])nc1Sc1ccc(Cl)cc1
4.5 | -0.82 | CC(C)(C)CC(C)(C)c1ccc(O)c(CN2CCN(CCC#N)CC2)c1
0.5 | 0.72 | CCOc1cc(NC(=S)NCCCN2CCOCC2)c(OCC)cc1NC(=O)C1CCCCC1
-1.1 | 0.78 | CCOC(=O)C1CCN(CCCSc2ccccc2)CC1

# From PubChem BioAssay
